IL2 activator = qHTS of IL-2 Activators | IL-2 activation reporter assay, cell-based qHTS; stimulated with anti-CD3/CD4/CD28 beads; in transgenic mouse T cells | activation, % (series mostly up to about 46 µM) | 0.065% of 360,000 active | AID 652025, 2013; in the data active = activation above about 50%; inconclusive = mostly about 30% to 49%; also: 0% is about no effect
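Unstimulated transgenic mouse T cells preincubated 60 min with compound, then stimulated with anti-CD3/anti-CD4-coated beads plus anti-CD28 for 18 h at 37 degrees C. IL-2 response read as EGFP and DsRed fluorescence by plate cytometry.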
PI5P4Ka inh = qHTS for Inhibitors of phosphatidylinositol 5-phosphate 4-kinase (PI5P4K). PI5P4Kalpha enzyme, ADP-Glo luminescence, 60 min; active compounds read low. Phosphatidylinositol 5-phosphate 4-kinase type-2 alpha (Homo sapiens), P48426. AID 652105, 2013. max response, %. 1.2% of 330,000 active; active = max response of -50% or lower; inconclusive = between -30% and -50%; inactive = -30% or higher; also: value at the top dose of about 77 µM; % is scaled to controls: 0 for no effect and ±100 for the full control effect
Target sequence (P48426 whole entry, looked up): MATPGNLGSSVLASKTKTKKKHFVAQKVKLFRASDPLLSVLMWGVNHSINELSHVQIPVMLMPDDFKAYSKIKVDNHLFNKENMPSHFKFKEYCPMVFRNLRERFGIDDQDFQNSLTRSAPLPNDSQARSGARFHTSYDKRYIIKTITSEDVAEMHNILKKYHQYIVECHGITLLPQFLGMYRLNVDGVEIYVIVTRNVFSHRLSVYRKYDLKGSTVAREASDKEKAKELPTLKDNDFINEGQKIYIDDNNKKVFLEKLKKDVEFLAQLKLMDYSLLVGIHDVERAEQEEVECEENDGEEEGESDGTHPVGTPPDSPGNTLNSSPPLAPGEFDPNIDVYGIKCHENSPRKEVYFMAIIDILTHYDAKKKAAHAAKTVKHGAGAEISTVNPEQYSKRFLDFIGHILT
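ADP-Glo luminescence end-point read after a 60 min room-temperature kinase reaction of PI5P4Kalpha plus substrate, initiated with ATP at 5 microM final. Buffer: 0.038 M HEPES pH 7.4, EGTA, 0.1% CHAPS, 5% DMSO.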
FUS suppressor = qHTS for Suppressors of FUS Proteinopathy: Primary screen using FUS-linked yeast assay. 0.24% of 390,000 active. Potency, µM (series often up to 76.6 µM), inactives show at the top dose growth rescue (activation), most hits filed as activators. AID 1347120, 2019. S. cerevisiae FUS-expressing, growth rescue, OD600, 24 h;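 also: potency is read from the fitted curve at half-maximal effect; plate controls were DMSO vehicle for no effect and reference control for full effect; nearly all actives have a fitted effect of over 55% in size; some results filed as inactive show a strong effect at the top dose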
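Yeast FUS proteinopathy model; galactose-induced FUS (2%), starting OD 0.005. Cpds in dilution series, 24hr, 30C, 99% humidity. Abs 600 nm growth. Pos ctrl CP55940 (top 92uM final); neg ctrl DMSO.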
EPAC1 antag = qHTS for Antagonist of cAMP-regulated guanine nucleotide exchange factor 3 (EPAC1): primary screen. EPAC1 GEF assay, Rap1b-BODIPY-GDP exchange fluorescence. 0.14% of 360,000 active. Potency, µM (titrated, usually from 115 µM), for the others: top-dose activity change, negative = inhibition, actives largely listed as inhibitors. Rap guanine nucleotide exchange factor 3 (Homo sapiens), O95398. AID 720709, 2013;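 also: potency is read from the fitted curve at half-maximal effect; plate controls were vehicle for no effect and positive control for full effect; nearly all actives have a fitted effect of over 50% in size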
WRN helicase inh = qHTS for Inhibitors of WRN Helicase. Bifunctional 3'-5' exonuclease/ATP-dependent helicase WRN (Homo sapiens), Q14191. WRN helicase unwinding, fluorescent forked duplex, kinetic. Potency, µM (doses to about 114 µM), for inactives: top-dose activity change, negative = inhibition, actives largely listed as inhibitors. 0.46% of 360,000 active; also: potency is read from the fitted curve at half-maximal effect; % is scaled to controls: 0 for no effect and ±100 for the full control effect; nearly all actives have a fitted effect of over 55% in size
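Kinetic red-fluorescence monitoring (525/598 nm) tracks WRN helicase activity after 100 nM fluorophore-quencher forked duplex and 2 mM ATP are added to 20 nM enzyme pretreated 15 min at room temperature with compound.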
EPAC1 ag = qHTS for Agonist of cAMP-regulated guanine nucleotide exchange factor 3 (EPAC1): primary screen | Rap guanine nucleotide exchange factor 3 (Homo sapiens), O95398 | Potency, µM (series often up to 154 µM), without a hit: at the highest dose activation, most hits filed as activators | EPAC1 agonist qHTS, biochemical assay; response scale: 100% = response to 6.5 mM cAMP | 0.073% of 360,000 active; also: potency is read from the fitted curve at half-maximal effect; nearly all actives have a fitted effect of over 60% in size
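Nucleotide exchange by EPAC1 (100 nM) on Rap1B–BODIPY-GDP (250 nM) in the presence of 50 uM GDP is tracked fluorescently at 480/540 nm over 30 min. Signals are normalized to a 6.5 mM cAMP control.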
Abeta yeast res = qHTS for compounds that reverse cellular toxicity of Amyloid beta (A-beta) peptide in yeast: Primary Screen. yeast expressing A-beta42, growth rescue, OD600, 48 h; response scale: 0% DMSO, 100% iron-clioquinol control. Potency, µM (doses to about 46.1 µM), for inactives: at the top dose growth rescue, usual class: activators. 0.063% of 410,000 active. AID 1347071, 2019; also: potency is read from the fitted curve at half-maximal effect; nearly all actives have a fitted effect of over 55% in size
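Growth rescue measured by 600 nm absorbance after 48 h yeast culture at 30 C with compound. Values normalized between DMSO and an equimolar ferric chloride plus clioquinol control.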
PLK1 PBD block = qHTS for Inhibitors of PLK1-PDB (polo-like kinase 1 - polo-box domain): Primary Screen. Potency, µM, for the others: max response, negative = inhibition, actives largely listed as inhibitors. 2.8% of 360,000 active. Plk1 PBD binding of FITC phosphopeptide, fluorescence polarization. AID 720504, 2013. Serine/threonine-protein kinase PLK1 (Homo sapiens), P53350; also: potency is read from the fitted curve at half-maximal effect; series mostly up to about 57 µM; % is scaled to controls: 0 for no effect and ±100 for the full control effect; nearly all actives have a fitted effect of over 65% in size
Target sequence (P53350 whole entry, looked up, the tested form may be a part): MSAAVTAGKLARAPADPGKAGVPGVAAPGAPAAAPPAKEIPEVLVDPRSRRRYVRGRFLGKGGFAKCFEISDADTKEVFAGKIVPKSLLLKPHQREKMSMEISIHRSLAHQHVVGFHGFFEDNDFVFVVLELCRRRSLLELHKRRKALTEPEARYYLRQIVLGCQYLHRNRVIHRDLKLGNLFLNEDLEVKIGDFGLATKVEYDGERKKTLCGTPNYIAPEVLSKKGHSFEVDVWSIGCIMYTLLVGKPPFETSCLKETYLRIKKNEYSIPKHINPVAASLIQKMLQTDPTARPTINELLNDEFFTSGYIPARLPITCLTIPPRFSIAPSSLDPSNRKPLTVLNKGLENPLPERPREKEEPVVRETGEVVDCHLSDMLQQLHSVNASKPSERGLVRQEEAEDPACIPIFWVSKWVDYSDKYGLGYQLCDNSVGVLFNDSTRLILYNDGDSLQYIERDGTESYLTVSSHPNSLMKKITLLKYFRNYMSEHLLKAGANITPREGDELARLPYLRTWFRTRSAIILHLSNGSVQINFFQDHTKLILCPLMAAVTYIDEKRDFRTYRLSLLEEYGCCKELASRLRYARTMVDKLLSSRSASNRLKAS
* = called active by the depositor; ? = inconclusive; nt = not tested or not shown; [ ] = another dose, or the depositor's remark. Unless noted, calls follow the shape of the dose curve; as a rule, active = well fitted curve in the direction sought with a large enough effect; inconclusive = small, poorly fitted or top-dose-only effect, or another doubt; inactive = no such curve, though single readings can be large; an effect the other way counts as inactive or inconclusive.

smiles	IL2 activator	PI5P4Ka inh	FUS suppressor	EPAC1 antag	WRN helicase inh	EPAC1 ag	Abeta yeast res	PLK1 PBD block
O=C(CSc1nccn(-c2cccc(F)c2)c1=O)Nc1ccc(Cl)cc1F	-1.7	-24	15%	-16%	-14%	1%	-13%	?
CN(Cc1ccco1)C(=O)C(Cc1ccccc1)NS(=O)(=O)c1ccc2c(c1)CCC(=O)N2 (centres undefined)	-0.9	5	-6%	1%	2%	-2%	1%	-5%
COc1ccc(N(S(=O)(=O)c2ccccc2)S(=O)(=O)c2ccccc2)c(N)c1	-0.3	-3	36%	-13%	-7%	9%	1%	-3%
CC(=O)N1CCc2c(sc3c2c(=O)n(-c2ccccc2)c(=O)n3CC(=O)NCC2CCCO2)C1 (centres undefined)	-2.7	4	-11%	-2%	1%	-5%	6%	-2%
CCOc1cc(C(=S)N2CCOCC2)ccc1OS(=O)(=O)c1ccc(Br)cc1	0.2	0	17%	-6%	6%	4%	-10%	-16%
O=[N+]([O-])c1cccc(/C=C/c2ccccn2)c1	0.2	3	-19%	-28%	-3%	-2%	-23%	-16%
CN(C)c1ccc(NC(=O)CSc2nc(C3CC3)nc3ccccc23)cc1	-4.0	1	-4%	-11%	-4%	-3%	6%	-4%
Cn1c(CCNC(=O)c2ccco2)nc2cc(NC(=O)c3ccccc3)ccc21	0.1	-4	21%	?	4%	-11%	3%	-3%
CCOC(=O)c1[nH]c2ccccc2c1NC(=O)C1CCCC1	0.3	6	-5%	-9%	7%	-7%	-7%	-10%
Cc1ccc(O)c(CO)n1	-1.2	2	-9%	7%	13%	12%	-5%	-11%
Cn1cc(C(=O)NC2CCCCCCC2)c(=O)c2cc(S(=O)(=O)N3CCCC3)ccc21	-2.4	0	14%	-6%	-7%	4%	-6%	-7%
CCC(Oc1cc(Cl)ccc1Cl)C(=O)NNC(=O)CCC(=O)O (centres undefined)	0.5	0	20%	1%	-16%	-3%	1%	-2%
CCOC(=O)N/N=C\c1ccc(-c2cccc(C(F)(F)F)c2)o1	3.5	3	34%	-6%	-23%	0%	-17%	?
COc1ccc(OC)c(-c2csc(NC(=O)Cc3ccccc3OC)n2)c1	-5.1	13	25%	?	0%	-4%	13%	-10%
Cc1cccc(C(=O)OC(C)C(=O)Nc2ccc(S(=O)(=O)Nc3ncccn3)cc2)c1C (centres undefined)	7.8	-2	3%	2%	-8%	14%	9%	-2%
Cc1cc(-c2ccccc2)n2nc(C)c(C#N)c2n1	-2.2	-2	-16%	7%	-5%	2%	-15%	-2%
Cc1cc(=O)oc2c3c(cc(OCC(=O)NCCC(=O)O)c12)OC(C)(C)CC3	-4.6	-2	14%	35%	-2%[57.1 µM]	-1%	-9%	-4%
Cc1cccc(C)c1N1CCN(S(=O)(=O)N2CCCCC2)CC1	1.0	2	15%	-7%	-3%	3%	?	-3%
CCCOc1ccccc1C1CC(=O)Nc2cc3c(cc21)OCCO3 (centres undefined)	-3.0	-7	7%	-19%	3%	3%	0%	-25%
O=C(NC1CCCCC1)n1c(=O)oc2ccc(Cl)cc21	-1.9	nt	15%	-2%	-1%	4%	2%	6µM*
CC[C@@]1(C(=O)OC)N[C@H](CN(C)C(=O)c2ccc(C)cc2)[C@@H]2C(=O)N(C)C(=O)[C@@H]21	1.2	-5	-22%	-2%	4%	5%	6%	5%
CC1CCCCN1CCCNC(=O)c1ccc(Br)cc1 (centres undefined)	-1.7	0	2%	-1%	11%	0%	-14%	-1%
OC(CNCC1CCCO1)Cn1c2ccc(Br)cc2c2cc(Br)ccc21 (centres undefined)	-2.4	10	?	-10%	6%	4%	-82%[inhibitor]	-1%
O=C(N/C=C\c1ccccc1)NCc1ccc(Cl)cc1	1.2	-4	?	-9%	-6%	17%	25%	-12%
O=C(CCNC(=O)C1CCN(S(=O)(=O)c2ccc(F)cc2)CC1)NCCc1cccc(F)c1	-1.4	0	6%	-3%	5%	10%	7%	0%

A second format for some results above.
Results follow in this order: IL2 activator	PI5P4Ka inh	FUS suppressor	EPAC1 antag	WRN helicase inh	EPAC1 ag	Abeta yeast res	PLK1 PBD block
CCOC(=O)c1[nH]c2ccccc2c1NC(=O)C1CCCC1
 : 0.3	6	-5%	-9%	7%	-7%	-7%	-10%
Cc1ccc(O)c(CO)n1
 : -1.2	2	-9%	7%	13%	12%	-5%	-11%
Cn1cc(C(=O)NC2CCCCCCC2)c(=O)c2cc(S(=O)(=O)N3CCCC3)ccc21
 : -2.4	0	14%	-6%	-7%	4%	-6%	-7%
CCC(Oc1cc(Cl)ccc1Cl)C(=O)NNC(=O)CCC(=O)O (centres undefined)
 : 0.5	0	20%	1%	-16%	-3%	1%	-2%

Additional results
smiles	IL2 activator	PI5P4Ka inh	FUS suppressor	EPAC1 antag	WRN helicase inh	EPAC1 ag	Abeta yeast res	PLK1 PBD block
COc1ccc2nc(C3CCCCC3)nc(C3CCCCC3)c2c1	0.1	17	-18%	-4%	7%	-17%	-8%	1%
COc1ccc(C(=O)NC(=S)Nc2ccc3oc(=O)ccc3c2)cc1OC	-3.1	-3	nt	-3%	11%	1%	-7%	-7%
O=C(Nc1cccnc1Cl)c1ccc(Cl)c([N+](=O)[O-])c1	-0.3	-1	-1%	-12%	0%	-9%	-8%	-4%
c1ccc(CNCc2ccc3c(c2)OCO3)nc1	0.7	-6	-21%	-13%	4%	7%	-3%	-11%
Cc1cc(OC(C)C(=O)NCCCN2CCOCC2)c2c(C)cc(=O)oc2c1 (centres undefined)	0.9	-3	-7%	-8%	-6%	-6%	-3%	-1%
CCN(CC)c1ccc(NC(=O)COC(=O)CCC(=O)c2cccs2)cc1	1.4	-6	-5%	-22%	7%	-4%	-7%	0%
CN(C)CC(O)COc1cccc(OCC(O)CN(C)C)c1 (centres undefined)	0.2	-1	5%	1%	-20%	1%	12%	-8%
CC(=O)c1cccc(NC(=O)CN2C(=O)COc3ccc(S(=O)(=O)N4CCOCC4)cc32)c1	1.9	-1	-21%	-2%	4%	-5%	-15%	4%
CCOC(=O)C1(Cc2cccc(Cl)c2)CCCN(C(=O)c2cc(C)n(C)n2)C1 (centres undefined)	-1.8	-9	13%	-7%	6%	3%	-1%	-11%
CC(C)N1CC(C(=O)O)CC1=O (centres undefined)	-0.9	nt	-24%	-1%	-3%	4%	7%	-7%
O=c1[nH][nH]c(-c2ccccc2)c1C=Nc1ccccc1Cl	0.4	-8	4%	-9%	-14%	-7%	7%	-8%
CC(=O)Oc1ccc(C(=O)NC(C)CCc2ccccc2)cc1 (centres undefined)	0.0	-5	-11%	-26%	13%	10%	1%	-14%
Cc1ccc(OCc2nnc(SCC(=O)Nc3sc(C)c(C)c3C#N)n2C)cc1	2.8	-1	?	1%	-3%	-15%	-4%	-10%
COc1ccc(/C=N/NC(=S)N[C@H]2CC3CCC2C3)cc1 (some centres undefined)	-0.4	13	-8%	-12%	-6%	6%	?	1%
Cc1ccnc(SCC(=O)NC2CC2)n1	-3.8	1	-1%	-14%	2%	8%	8%	-17%
CCN(CC)CCCNC(=O)C1CCN(C(=O)c2oc3cc4sc(N(C)C)nc4cc3c2C)CC1	-3.1	-1	23%	-12%	-2%	6%	-3%	-17%
O=c1c2[nH]c3ccccc3c2ncn1Cc1ccccn1	0.4	4	23%	-15%	12%	0%	-2%	-8%
CCOC(=O)/C(C#N)=C/c1ccc(OCC(=O)Nc2cc(C)ccc2C)c(OC)c1	3.3	-2	-15%	12%	-3%	6%	-2%	-9%
O=C(O)CSc1nnc(Cn2c(=O)sc3ccccc32)n1-c1cccc(Cl)c1	-0.7	nt	12%	3%	-4%	4%	13%	-5%
CCc1nnc(SCc2cn3c(C)cc(C)nc3n2)n1N	-0.3	8	18%	-24%	-2%	24%	19%	0%
O=C(Nc1cccc(-c2cccc(F)c2)c1)C1CCN(Cc2ccc(CO)o2)CC1	-1.0	-1	12%	13%	1%	-8%	1%	4%
Cc1ccc(C(=O)OCc2nnc(-c3ccc(Br)cc3)o2)cc1	-1.2	0	20%	-4%	-5%	-1%	23%	5%
CC1CCCC(NC(=O)COC(=O)c2ccc(S(=O)(=O)N3CCOCC3)cc2)C1C (centres undefined)	-1.8	-7	36%	14%	6%	-7%	-12%	-6%
COc1ccc(CCNC(=O)c2cccc(NC3=NC4CS(=O)(=O)CC4S3)c2)c(OC)c1 (centres undefined)	-2.6	1	-4%	-6%	-3%	-3%	6%	-4%
COC(=O)CCC(=O)OC1(C)C(=O)C2=CN(CC3CC3)C(c3ccc(OC)cc3)=CC2=C(Br)C1=O (centres undefined)	1.6	-53*	37%	14%	-8%[57.1 µM]	-1%	-8%	?

Next section, starting with the last 2 of the part before.
smiles	IL2 activator	PI5P4Ka inh	FUS suppressor	EPAC1 antag	WRN helicase inh	EPAC1 ag	Abeta yeast res	PLK1 PBD block
COc1ccc(CCNC(=O)c2cccc(NC3=NC4CS(=O)(=O)CC4S3)c2)c(OC)c1 (centres undefined)	-2.6	1	-4%	-6%	-3%	-3%	6%	-4%
COC(=O)CCC(=O)OC1(C)C(=O)C2=CN(CC3CC3)C(c3ccc(OC)cc3)=CC2=C(Br)C1=O (centres undefined)	1.6	-53*	37%	14%	-8%[57.1 µM]	-1%	-8%	?
COc1cc(C(=O)NCC(c2ccccc2)N(C)C)ccc1OCc1c(C)noc1C (centres undefined)	0.8	-6	-12%	15%	4%	-1%	0%	-2%
COc1ccc(Cl)c2sc(NC(=O)C3=COCCO3)nc12	-3.6	-5	-10%	8%	2%	1%	9%	1%
CCOC(=O)c1nn(-c2ccc(F)cc2)c(-c2ccccc2)c1C(=O)c1ccccc1	0.4	12	5%	-12%	-2%	12%	1%	-8%
COc1cc(OC)cc(C2=Cc3ccccc3C(CC(=O)c3ccco3)N2c2ccc(-c3cccnc3)cc2)c1 (centres undefined)	1.1	5	44%	-16%	7%	1%	-5%	1%
